# IDE cell activ: boosts human insulin-degrading enzyme activity in HEK cells | activation, % at 5.96 µM | hit rate 0.073% among 340,000 | P14735 | FAbeta-B cleavage, fluorescence polarization; 0% vehicle, 100% cell-free pure enzyme wells;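 active = activation above the mean of all tested compounds plus 3 SD, set per screening campaign, cut at about 17% in these data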
# Target sequence (P14735 whole entry, looked up): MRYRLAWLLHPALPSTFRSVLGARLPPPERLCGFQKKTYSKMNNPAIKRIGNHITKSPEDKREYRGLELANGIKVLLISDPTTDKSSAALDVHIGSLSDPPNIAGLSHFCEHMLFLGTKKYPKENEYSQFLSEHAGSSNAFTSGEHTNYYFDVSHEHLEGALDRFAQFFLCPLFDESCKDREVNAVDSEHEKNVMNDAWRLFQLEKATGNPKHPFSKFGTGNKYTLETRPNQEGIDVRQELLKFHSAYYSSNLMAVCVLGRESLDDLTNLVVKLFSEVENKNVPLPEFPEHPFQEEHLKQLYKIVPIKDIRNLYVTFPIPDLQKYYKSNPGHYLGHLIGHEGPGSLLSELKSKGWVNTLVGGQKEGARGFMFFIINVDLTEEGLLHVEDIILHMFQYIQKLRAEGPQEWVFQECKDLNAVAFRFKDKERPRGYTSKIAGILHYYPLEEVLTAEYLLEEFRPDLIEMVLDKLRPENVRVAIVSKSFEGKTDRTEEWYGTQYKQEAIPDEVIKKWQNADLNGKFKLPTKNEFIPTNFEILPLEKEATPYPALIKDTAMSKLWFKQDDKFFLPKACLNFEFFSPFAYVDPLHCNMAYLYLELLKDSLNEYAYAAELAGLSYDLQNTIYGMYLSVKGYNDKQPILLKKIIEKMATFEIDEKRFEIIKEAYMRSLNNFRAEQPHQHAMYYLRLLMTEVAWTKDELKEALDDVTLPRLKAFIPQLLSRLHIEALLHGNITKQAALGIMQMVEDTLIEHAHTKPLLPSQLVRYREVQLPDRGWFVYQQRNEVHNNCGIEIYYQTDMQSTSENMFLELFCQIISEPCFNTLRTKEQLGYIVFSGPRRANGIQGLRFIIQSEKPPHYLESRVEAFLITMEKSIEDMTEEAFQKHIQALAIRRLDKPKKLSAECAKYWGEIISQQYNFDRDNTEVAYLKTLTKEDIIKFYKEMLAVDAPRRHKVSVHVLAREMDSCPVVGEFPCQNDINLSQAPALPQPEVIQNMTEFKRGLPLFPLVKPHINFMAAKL
# * marks the source's active call; other numbers are inactive results.
SMILES,IDE cell activ
Cc1ccc(S(=O)(=O)CCC(=O)OCC(=O)N(C)c2ccccc2)cc1,4
Cc1cc(C)c(O)c(CN(C)Cc2cc(Cl)cc(Cl)c2O)c1,7
O=C1[C@H]2CCC=C[C@H]2[C@H](c2cccc(Br)c2)N1Cc1ccccc1,2
COc1cc(C2c3cc(O)c(OC)cc3CC(C(=O)O)C2CO)ccc1O (stereo unspecified),2
CN1CCN(c2ccc(S(=O)(=O)N3CCOCC3)cc2NC(=O)COc2ccc(C#N)cc2)CC1,-2
O=C(c1ccc2ncsc2c1)N1CCN(c2cccc(C(F)(F)F)c2)CC1,-1
CN(C)c1ccc2c(c1[N+](=O)[O-])Cc1ccccc1-2,7
O=C(Cn1cc(COc2cccc([N+](=O)[O-])c2)nn1)c1ccc(O)cc1,0
Cc1ccc(S(=O)(=O)N2C[C@@H]3CCCC[C@@H]3[C@@H](C)[C@H]2c2cn(Cc3ccccc3)c3ccccc23)cc1,5
NC(=S)NN=Cc1nccc2ccccc12,-1
COc1cccc(C(CNc2ccc(S(=O)(=O)N3CCN(C)CC3)cc2[N+](=O)[O-])N(C)C)c1 (stereo unspecified),0
CN(C)CC1CCC/C(=C\c2ccc(OC(=O)/C=C/c3ccccc3)cc2)C1=O (stereo unspecified),-8
Cc1cc(O)c2c(c1)CC1C3CCC4CC(=O)CCC4(C)C3CC(=O)C21C (stereo unspecified),-5
Cc1ccc(S(=O)(=O)N2CCOCC2)cc1NC(=O)CNCc1ccccc1Cl,-1
COC(=O)C1CCC(=O)N1C(c1ccc(OC)cc1)c1cc(OC)c(OC)c(OC)c1 (stereo unspecified),-1
O=c1[nH]cnc2c1ncn2-c1ccc(N(CCO)CCO)cc1,4
Cn1c(=O)c2[nH]c(CSCc3ccccc3)nc2n(C)c1=O,5
CCN1C[C@@H]2[C@@H]3C(=O)N(Cc4ccccc4)C(=O)[C@@H]3[C@](C)(C1=O)N2C(=O)c1ccc(Cl)c(Cl)c1,4
Cc1cc([N+](=O)[O-])ccc1NS(=O)(=O)c1ccccc1,-2
CC12CCC(C3NC(=S)NN=C31)C2(C)C (stereo unspecified),1
Nc1cc2c(cc1N)-c1ccccc1C2,-5
Cc1cccc(C2=NN(c3ccc(Br)cc3)[C@@H](C(=O)N3CCOC3=O)[C@@H]2C)c1,1
[O-][n+]1nc2ccccc2c2ccccc21,-3
COc1ccc(C(C#N)=C2C=CC(=NO)C(C)=C2Cl)cc1,-2
COc1cc(NC(=O)Cn2cnc(C(=O)Nc3ccc(C)c(C)c3)n2)cc(OC)c1OC,0
O=C(O)C1(Nc2ccc([N+](=O)[O-])cc2[N+](=O)[O-])CCCC1,6
Cc1nc(N)nc(N)c1-c1ccc(Cl)c(Cl)c1,-5
CC(=Nc1ccccc1)C1=C(O)C(CC(C)C)NC1=O (stereo unspecified),10
O=[N+]([O-])c1ccc(CSCc2ccc([N+](=O)[O-])cc2)cc1,1
CC(Oc1ccc(F)cc1)C(=O)Nc1cc(S(=O)(=O)N2CCCCC2)ccc1N1CCN(C)CC1 (stereo unspecified),0
CC1(c2ccccc2)C(C#N)C(=O)NC(=O)C1C#N (stereo unspecified),2
CC(=O)C1(C)CCC2C3C=C(C)C4=CC(=O)CCC4(C)C3CCC21C (stereo unspecified),3
CC(NCC(=O)NC(=O)NCCC1=CCCCC1)c1ccc(S(N)(=O)=O)cc1 (stereo unspecified),4
CCN(C(=O)CSc1n[nH]c(-c2cc(Cl)ccc2OC)n1)C1CCS(=O)(=O)C1 (stereo unspecified),0
Cc1ccccc1-c1nnc(-c2cccc3ccccc23)o1,5
COc1cc(C(=C(CC(=O)O)C(=O)O)c2ccc3c(c2)OCO3)cc(OC)c1OC,5
CCOC(=O)C1=C(CC)Nc2ccccc2N=C1NC(=O)c1ccc(OC)c(S(=O)(=O)N2CCOCC2)c1,4
CC1=NN(c2nc(N)nc(/C(C#N)=C/c3ccc([N+](=O)[O-])o3)n2)C(C)(C)C1,3
O=c1[nH]c2cc(F)ccc2c2ccc(F)cc12,-6
COc1ccc(C(CNC(=O)c2cccc(S(=O)(=O)Nc3ccc(F)cc3)c2)N2CCOCC2)cc1 (stereo unspecified),3
COc1ccccc1C(CNC(=O)C(CCSC)NC(=O)c1ccccc1Cl)N1CCCC1 (stereo unspecified),-1
CN(C(=O)c1cccc(NC(=O)Cc2ccc(NC(=O)C3CCN(C(=O)C4CCCC4)CC3)cc2)c1)C1CCC1,3
CCOc1cc2[nH]c(=O)n(CC3CCC(C(=O)NCCC(C)C)CC3)c(=O)c2cc1OCC (stereo unspecified),5
Cc1ccccc1Nc1ncnc2[nH]ncc12,1
CC(CCc1ccccn1)C(=O)C(C)CCc1ccccn1 (stereo unspecified),1
Cc1cc(/N=C/C=C2/N(C)c3ccccc3C2(C)C)n(CCC#N)n1,6
CCOc1ccc(C(=O)NC(C(=O)N2CCC2)C(C)C)cc1 (stereo unspecified),6
CC(O)(c1ccccc1)c1ccc2ccccc2n1 (stereo unspecified),1
Cc1cccc(C2=NN(c3ccc(Br)cc3)[C@@H](C(=O)N3CCOC3=O)[C@@H]2c2ccc([N+](=O)[O-])cc2)c1,2
O=S(=O)(CCNCc1ccccc1)NC1CCCCC1,4
O=C(NCCCc1ccccc1)c1cccc(NC(=O)C2CC2)c1,-1
CCN(CC)CCCNc1nc2ccccc2c2[nH]c3ccc(OC)cc3c12,-4
CCN(C(=O)COC(=O)c1ccccc1Cc1ccccc1)c1c(N)n(Cc2ccccc2)c(=O)[nH]c1=O,3
CCN(CC)c1ccc(S(=O)(=O)N2CCOCC2)cc1NC(=O)COC(=O)/C=C/c1ccco1,1
N#CC1(Nc2ccc(-c3ccc(NC4(C#N)CCCC4)cc3)cc2)CCCC1,-2
COc1ccccc1C(CNC(=O)c1cccc(S(=O)(=O)N2CCCc3ccccc32)c1)N(C)C (stereo unspecified),7
CCCN(C(=O)COC(=O)CSc1ccc(C(N)=O)cc1[N+](=O)[O-])C1CCS(=O)(=O)C1 (stereo unspecified),0
O=S(=O)(O)c1cc(O)c(N=Nc2ccc(O)cc2O)c2ccccc12,2
Cn1c(=O)c2[nH]c(Cc3cccc4ccccc34)nc2n(C)c1=O,-1
CC(O)CN(CC(C)O)c1ccc2c(c1)Cc1cc([N+](=O)[O-])ccc1-2 (stereo unspecified),-10
# Carrying on:
SMILES,IDE cell activ
CC1CC(=O)NC(=O)N1Cc1ccccc1 (stereo unspecified),-1
COc1cccc(C=NNC(=O)C2CC2)c1,2
CNc1nc(Cl)nc2c1ncn2-c1ccccc1,2
N#CC1(Nc2ccc3ccccc3c2)CCCC1,3
CC12CCC(=O)C=C1CCC1C2CCC2(C)C(C(=O)CO)CC(O)C12 (stereo unspecified),-1
COc1ccc(S(=O)(=O)NCCSCc2ccc(Cl)cc2)cc1NC(C)=O,-2
Cn1c(=O)c2c(ncn2CC(=O)NC[C@H]2O[C@@H](n3cnc4c(N)ncnc43)[C@H](O)[C@@H]2O)n(C)c1=O,-3
CC[C@]1(C(=O)OC)[C@H]2C(=O)N(Cc3ccccc3)C(=O)[C@H]2[C@H]2CN=C(SCc3ccc(C)cc3)N21,7
O=C(Cc1ccc(NC(=O)C2CCN(C(=O)C3CCC3)CC2)cc1)Nc1ccc(C(=O)N2CCOCC2)cc1,4
C=CCCC(=O)N1C[C@H]2CON(C)[C@H]2C[C@H]1c1ccccc1Br,5
Cc1ccc(C(C)C)c(O)c1C(=O)O,3
COc1cc(OC)cc(-c2sc3ccc(OC)cc3c2-c2ccc(OCCN3CCCCC3)cc2)c1,9
O=C(OCCOc1ccc(Cl)cc1)c1cc(S(=O)(=O)N2CCCCC2)ccc1N1CCOCC1,4
COc1ccc2c(c1)OC(=O)CC2c1ccccc1OC (stereo unspecified),1
Cc1c(NC(=O)CCc2ccc(S(=O)(=O)N3CCOCC3)cc2)c(=O)n(-c2ccccc2)n1C,0
CCN1CCC(O)(C(C(=O)O)c2ccccc2)CC1 (stereo unspecified),5
COc1ccccc1NS(=O)(=O)c1ccc(C)c(C(=O)NCC(c2cccs2)N2CCOCC2)c1 (stereo unspecified),3
COc1cc(CCC(=O)OCC(=O)N(CC(C)C)C2CCS(=O)(=O)C2)cc(OC)c1OC (stereo unspecified),6
C[C@@H](NS(=O)(=O)c1ccc(Br)cc1F)[C@@H](O)c1ccccc1,2
Cc1ccc(NC(=O)CN(C)C(=O)Cc2ccc3c(c2)CCC3)cc1,0
O=C(CCc1ccccc1)N[C@@H]1c2ccccc2CC[C@@H]1OCc1ccccc1,3
COc1ccc(S(=O)(=O)N2CCOCC2)cc1NC(=O)CCOc1ccc(C(C)(C)C)cc1,6
COc1ccc(C(=O)NNC(=O)c2ccc3ccccc3c2)cc1,1
COc1nc(=O)n(C2CCCO2)cc1C (stereo unspecified),5
Cc1cccc(-c2ccc3c(c2)C2CC3CCN2Cc2ccc3c(c2)OCO3)c1 (stereo unspecified),3
COc1ccc(NC(=O)C(OC(=O)Cn2cnc3c2c(=O)n(C)c(=O)n3C)c2ccccc2)cc1Cl (stereo unspecified),-3
O=C(Nc1ccn(CCCN2CCN(c3ccccn3)CC2)c(=O)n1)OCc1ccccc1,-11
O=C(COC(=O)CN1C(=O)C2CCCCC2C1=O)Nc1cc(F)ccc1F (stereo unspecified),5
CCCC1(C2CCCC2)NC(=O)NC1=O (stereo unspecified),5
O=C(Nc1ccc(N2CCOCC2)c(S(=O)(=O)Nc2ccccc2Cl)c1)c1ccc(=O)[nH]n1,0
CC[C@H](C)[C@H]1CNC(=S)N1CC1CCN(CCCC2CCCC2)CC1,1
CCN1C[C@@H]2[C@@H]3C(=O)N(Cc4ccccc4)C(=O)[C@@H]3[C@](Cc3ccccc3)(C(=O)OC)N2C1=NCc1ccccc1,7
CC1([N+](=O)[O-])COC2(CCCCC2)OC1,4
NC(=O)CC(NC(=O)Cc1ccc(Br)cc1)c1ccc(NC2CCCCCCC2)c([N+](=O)[O-])c1 (stereo unspecified),2
O=C(OCCSCCOC(=O)C1CC=CCC1)C1CC=CCC1 (stereo unspecified),5
COc1ccc(C2C(C#N)=C(N)Oc3cc(O)ccc32)cc1 (stereo unspecified),-1
CCCCC1C(=O)NN(c2ccccc2)C1=O (stereo unspecified),3
O=C1/C(=C\c2ccc([N+](=O)[O-])cc2)CS(=O)(=O)C/C1=C/c1ccc([N+](=O)[O-])cc1,-16
COc1cc(C2c3cc4c(cc3OC(NNC(N)=O)C2C)OCO4)cc(OC)c1OC (stereo unspecified),6
CC1CCCC(C)N1C(=O)COC(=O)CSc1ccc([N+](=O)[O-])cc1 (stereo unspecified),2
CCC1C(=O)C[C@H]2CCN3C(=O)CCCC1C23 (stereo partly specified),4
COc1cc(C2CC(=O)Oc3cc(OC)c(OC)c(OC)c32)cc(OC)c1OC (stereo unspecified),0
N#CC(CCc1ccc([N+](=O)[O-])cc1)(CCc1ccc([N+](=O)[O-])cc1)C(N)=O,2
O=C(OCC(=O)N(CCc1ccccc1)Cc1ccccc1)c1ccc(F)c(S(=O)(=O)N2CCOCC2)c1,3
NC1=NC(=O)C(c2ccccc2)C(=O)N1 (stereo unspecified),3
O=C1C2C3CCC(O3)C2C(=O)N1c1nccs1 (stereo unspecified),-3
O=C(Cn1cc(COc2cc(F)cc(F)c2)nn1)c1ccc(O)cc1,0
CCN(CC(=O)Nc1c(F)cccc1F)C(=O)Cc1ccc(S(=O)(=O)N2CCOCC2)s1,-2
COc1cc(OC)c2c(-c3cccc(-c4ccc(C#N)cc4)c3)cc(=O)oc2c1,4
CN(C)S(=O)(=O)c1ccc(SCC(=O)Nc2cccc(S(=O)(=O)N3CCCC3)c2)nc1,4
O=[N+]([O-])c1cccc(-c2ccc3nnc(SCc4cccnc4)n3n2)c1,3
NC(=O)C1CN(C(=O)c2nn(Cc3ccccc3)c(=O)c3ccccc23)c2ccccc2O1 (stereo unspecified),-3

# 19 compounds out of the list, ordered by molar mass, smallest number first:
SMILES,IDE cell activ
NC1=NC(=O)C(c2ccccc2)C(=O)N1 (stereo unspecified),3
CCCCC1C(=O)NN(c2ccccc2)C1=O (stereo unspecified),3
CCC1C(=O)C[C@H]2CCN3C(=O)CCCC1C23 (stereo partly specified),4
O=C1C2C3CCC(O3)C2C(=O)N1c1nccs1 (stereo unspecified),-3
COc1ccc(C2C(C#N)=C(N)Oc3cc(O)ccc32)cc1 (stereo unspecified),-1
O=C(OCCSCCOC(=O)C1CC=CCC1)C1CC=CCC1 (stereo unspecified),5
O=C(Cn1cc(COc2cc(F)cc(F)c2)nn1)c1ccc(O)cc1,0
O=[N+]([O-])c1cccc(-c2ccc3nnc(SCc4cccnc4)n3n2)c1,3
CC[C@H](C)[C@H]1CNC(=S)N1CC1CCN(CCCC2CCCC2)CC1,1
N#CC(CCc1ccc([N+](=O)[O-])cc1)(CCc1ccc([N+](=O)[O-])cc1)C(N)=O,2
COc1cc(OC)c2c(-c3cccc(-c4ccc(C#N)cc4)c3)cc(=O)oc2c1,4
COc1cc(C2CC(=O)Oc3cc(OC)c(OC)c(OC)c32)cc(OC)c1OC (stereo unspecified),0
O=C1/C(=C\c2ccc([N+](=O)[O-])cc2)CS(=O)(=O)C/C1=C/c1ccc([N+](=O)[O-])cc1,-16
COc1cc(C2c3cc4c(cc3OC(NNC(N)=O)C2C)OCO4)cc(OC)c1OC (stereo unspecified),6
NC(=O)C1CN(C(=O)c2nn(Cc3ccccc3)c(=O)c3ccccc23)c2ccccc2O1 (stereo unspecified),-3
CN(C)S(=O)(=O)c1ccc(SCC(=O)Nc2cccc(S(=O)(=O)N3CCCC3)c2)nc1,4
CCN(CC(=O)Nc1c(F)cccc1F)C(=O)Cc1ccc(S(=O)(=O)N2CCOCC2)s1,-2
NC(=O)CC(NC(=O)Cc1ccc(Br)cc1)c1ccc(NC2CCCCCCC2)c([N+](=O)[O-])c1 (stereo unspecified),2
O=C(OCC(=O)N(CCc1ccccc1)Cc1ccccc1)c1ccc(F)c(S(=O)(=O)N2CCOCC2)c1,3

# 3 structures from above, arranged by formula weight, ascending.
SMILES,IDE cell activ
O=C1C2C3CCC(O3)C2C(=O)N1c1nccs1 (stereo unspecified),-3
N#CC(CCc1ccc([N+](=O)[O-])cc1)(CCc1ccc([N+](=O)[O-])cc1)C(N)=O,2
O=C(OCC(=O)N(CCc1ccccc1)Cc1ccccc1)c1ccc(F)c(S(=O)(=O)N2CCOCC2)c1,3

# A portion of the library (hit frequency here may not be typical).
